Screens as filed in PubChem.
GLP-1R agonist: qHTS of GLP-1 Receptor Agonists; Glucagon-like peptide 1 receptor (Homo sapiens), P43220; HEK293 GLP-1R CRE-luciferase, luminescence, 4-6 h; cells express a hypersensitive GLP-1R form; Potency, µM (titrated, usually from 45.6 µM), inactives show top-dose activation, usual class: activators; actives 0.007% (n = 380,000); also: potency is read from the fitted curve at half-maximal effect; % of control where 0% means no effect
TDP43 rescue: qHTS of TDP-43 Inhibitors | TDP-43 expressing yeast growth rescue, BacTiter-Glo, 24 h | actives 1.8% (n = 410,000) | Potency, µM (series often up to 46.1 µM), for inactives: at the top dose growth rescue (activation), most hits filed as activators; also: potency is read from the fitted curve at half-maximal effect; % of control where 0% means no effect; nearly all actives have a fitted effect of over 50% in size
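Yeast cells expressing TDP-43 under galactose induction are exposed to compounds for 24 hr at 30 deg C. BacTiter-Glo luminescence measures growth, so protective compounds score as activators.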
KB-V1 cytotox: qHTS assay for MDR1-selective chemotherapeutics: Primary screen using the drug-selected MDR subline cells KB-V1. KB-V1 MDR cells viability, CellTiter-Glo, 72 h. Potency, µM (top dose mostly 46.1 µM), inactives show top-dose activity change, negative = cytotoxicity, most hits filed as cytotoxic. actives 3.4% (n = 400,000). AID 1347076, 2019; also: potency is read from the fitted curve at half-maximal effect; % is scaled to controls: 0 for no effect and ±100 for the full control effect; nearly all actives have a fitted effect of over 60% in size
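Drug-selected KB-V1 cells, grown in DMEM lacking phenol red with 10% FBS, receive compound titrations; after three days at 37 degrees C, surviving cell ATP is quantified by CellTiter-Glo luminescence and responses normalized and curve-fitted.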
aSyn rescue: qHTS of alpha-syn Inhibitors. Yeast expressing alpha-synuclein, growth rescue, BacTiter-Glo, 24 h. Potency, µM (top dose mostly 46.1 µM), inactives show top-dose growth rescue (activation), most hits filed as activators. actives 0.14% (n = 370,000); also: potency is read from the fitted curve at half-maximal effect; % of control where 0% means no effect; nearly all actives have a fitted effect of over 65% in size
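Galactose-induced alpha-syn yeast (OD600=0.02, raffinose-pregrown) + pinned cpd, 24 hr, 30 deg C; growth by BacTiter-Glo luminescence. Growth restoration scores as activation.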
PTHR1 agonist: qHTS for PTHR1 Agonists: Primary Screen | AID 743266, 2014 | HEK293 GP2 PTHR1 cells, GloSensor cAMP luminescence, 1 h | actives 0.075% (n = 410,000) | Potency, µM (highest dose often 115 µM), for inactives: top-dose activation, actives largely listed as activators; also: potency is read from the fitted curve at half-maximal effect; nearly all actives have a fitted effect of over 55% in size; some results filed as inactive show a strong effect at the top dose; inactives centre near -15; many of its hits are not listed in these tables
Target sequence (Q03431 whole entry, looked up): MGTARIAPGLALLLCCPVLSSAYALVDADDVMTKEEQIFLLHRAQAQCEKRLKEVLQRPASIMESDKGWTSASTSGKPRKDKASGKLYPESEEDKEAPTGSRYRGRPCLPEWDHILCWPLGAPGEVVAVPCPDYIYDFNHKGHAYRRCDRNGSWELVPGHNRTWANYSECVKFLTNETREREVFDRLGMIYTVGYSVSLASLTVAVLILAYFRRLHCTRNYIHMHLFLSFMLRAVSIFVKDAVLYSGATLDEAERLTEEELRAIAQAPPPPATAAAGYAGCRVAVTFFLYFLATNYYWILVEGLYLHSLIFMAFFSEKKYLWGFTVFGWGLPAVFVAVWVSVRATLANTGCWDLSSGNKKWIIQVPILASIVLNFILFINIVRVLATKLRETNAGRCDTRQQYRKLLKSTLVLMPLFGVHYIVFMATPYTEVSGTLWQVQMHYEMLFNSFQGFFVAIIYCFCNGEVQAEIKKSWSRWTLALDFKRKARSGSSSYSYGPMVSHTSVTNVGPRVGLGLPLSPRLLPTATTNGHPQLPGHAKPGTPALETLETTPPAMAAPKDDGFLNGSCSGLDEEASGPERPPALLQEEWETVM
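HEK-293-derived GP2 cells expressing PTHR1 and a GloSensor cAMP reporter, 3,000/well, plated overnight, given luciferin plus IBMX (each 0.5 mM as added) for 1 h at 37 °C, then compound for 1 h at 37 °C. Luminescence was read after 15 min at room temperature.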
D3 ag: qHTS of D3 Dopamine Receptor Agonist: qHTS; D3R DiscoveRx beta-arrestin cells, luminescence, 90 min; max activation, %; actives 0.58% (n = 410,000); AID 652048, 2013; in the data active = max activation above about 30%; also: 0% is about no effect; mostly tested at two doses, the higher about 12 µM
Target sequence (P35462 whole entry, looked up): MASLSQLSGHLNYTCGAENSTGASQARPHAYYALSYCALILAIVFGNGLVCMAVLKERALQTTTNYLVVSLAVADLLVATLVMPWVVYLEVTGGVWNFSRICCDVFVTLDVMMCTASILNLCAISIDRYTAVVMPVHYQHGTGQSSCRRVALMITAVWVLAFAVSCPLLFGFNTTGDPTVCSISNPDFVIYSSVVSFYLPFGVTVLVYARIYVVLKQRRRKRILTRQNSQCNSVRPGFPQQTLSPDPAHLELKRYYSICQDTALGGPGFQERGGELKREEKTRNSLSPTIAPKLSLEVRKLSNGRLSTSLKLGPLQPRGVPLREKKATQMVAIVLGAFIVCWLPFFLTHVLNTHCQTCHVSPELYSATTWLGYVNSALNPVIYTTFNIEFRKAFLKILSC
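Cells at 1500/well, incubated overnight, then treated with pinned compounds (dopamine as control) for 90 min at 37 degrees C. DiscoveRx reagent added for 30 - 60 minutes at room temperature; luminescence read.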
GLP1R cytotox: qHTS of GLP-1 Receptor Inverse Agonists: Cytotox Screen; HEK293 cAMP-luciferase reporter cells, luminescence, 24 h; Potency, µM (doses to about 38.3 µM), without a hit: at the highest dose activity change, negative = inhibition, usual class: inhibitors; actives 0.13% (n = 410,000); AID 624418, 2012;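 also: loss of luciferase light is scored as toxicity; potency is read from the fitted curve at half-maximal effect; % is scaled to controls: 0 for no effect and ±100 for the full control effect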
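Quantitative HTS format, 1536 wells, 200 cells/uL seeded. Compounds: 23 nL, 24 h, 37 °C. Detection: luciferase reagent, luminescence at 12 min RT; decreased signal taken as cytotoxic.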
D3 antag: qHTS of D3 Dopamine Receptor Antagonist: qHTS; AID 652054, 2013; max response, negative = inhibition, %; D(3) dopamine receptor (Homo sapiens), P35462; D3R cells, DiscoveRx beta-arrestin luminescence, antagonist mode; stronger effect = lower value; actives 2.5% (n = 360,000); in the data active = max response below about -50%; inconclusive = no clear call, values can overlap the other calls; also: % is scaled to controls: 0 for no effect and ±100 for the full control effect; mostly tested at two doses, the higher about 12 µM
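Cells plated overnight at 1500 cells/well, then exposed to library compounds with dopamine controls for 90 minutes at 37 degrees C. DiscoveRx reagent added for 30–60 minutes at room temperature; luminescence read, quantitative HTS format.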
GLP1R inv ag: qHTS of GLP-1 Receptor Inverse Agonists (Inhibition Mode). actives 1.6% (n = 410,000). Glucagon-like peptide 1 receptor (Homo sapiens), P43220. HEK293 GLP-1R CRE-luciferase, luminescence, 24 h; GLP-1R form is constitutively active. AID 624417, 2012. Potency, µM (doses to about 38.3 µM), without a hit: at the highest dose activity change, negative = inhibition, hits mostly inhibitors; also: potency is read from the fitted curve at half-maximal effect; % is scaled to controls: 0 for no effect and ±100 for the full control effect; nearly all actives have a fitted effect of over 55% in size
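qHTS in 1536-well format: reporter HEK293 cells expressing constitutive GLP-1R activity in DMEM + 10% Nu serum, 24 hr with compounds at 37 deg C, luminescence read after 12 min with detection reagent.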
Numbers without * were called inactive; i = inactive; ? = inconclusive; . = not tested or not shown; & = joins results of further samples; [ ] = dose if it differs, or a comment. Unless noted, calls follow the shape of the dose curve; as a rule, active = well fitted curve in the direction sought with a large enough effect; inconclusive = small, poorly fitted or top-dose-only effect, or another doubt; inactive = no such curve, though single readings can be large; an effect the other way counts as inactive or inconclusive.

compound	GLP-1R agonist	TDP43 rescue	KB-V1 cytotox	aSyn rescue	PTHR1 agonist	D3 ag	GLP1R cytotox	D3 antag	GLP1R inv ag
Cc1ccc(C(=O)N(Cc2cccs2)C2CCS(=O)(=O)C2)cc1 (stereo unspecified)	-4%	-10%	-14%	-12%	-15%	-4	-3%	-12	13%
O=C(COc1ccccc1Cl)NNC(=O)c1ccc(-n2cncn2)c([N+](=O)[O-])c1	-3%	-1%	?	2%	-68%[inhibitor]	-8	1%	2	20%
O=c1c2[nH]c3ccccc3c2nc2n1CCS2	1%	?	-5%	-2%	-1%	3	-3%	-6	83%[activator]
Cc1cccc(NC(=O)NC2CC(=O)N(c3ccc4c(c3)OCCO4)C2)n1 (stereo unspecified)	23%	-20%	-28%	3%	-18%	-8	?	-10	4%
COc1cc(-c2nn3c(Cc4ccccc4)nnc3s2)cc(OC)c1OC	22%	-18%	0%	0%	i	31*	-14%	12	0%
O=C(NCC1CCCO1)/C(=C\c1cccc([N+](=O)[O-])c1)NC(=O)c1ccccc1 (stereo unspecified)	4%	13%	-1%	10%	i	3	-7%	0	19%
O=[N+]([O-])c1ccc(-c2nc(NCC3CCCO3)c3ccccc3n2)cc1 (stereo unspecified)	5%	?	0%	-3%	-1%	-1	11%	1	?
CCCC(O)(CCC)C(=O)NNc1ccc(C)cc1	10%	-14%	?	8%	-20%	-6	-15%	-11	?
CC1=C(c2ccc(F)cc2)S(=O)(=O)N=C1N1CCC(C(=O)NCCc2ccco2)CC1	.	20%	26%	.	-22%	8	-10%	.	5%
CC(C)(C)c1ccc(NC(=O)N2CCCN(c3c(Cl)cncc3Cl)CC2)cc1	10%	-22%	-8%	18%	-24%	-11	-11%	?	?
CC1(C)CC(=O)C2=C(C1)Nc1ccccc1NC2c1ccccn1 (stereo unspecified)	3%	-4%	-2%	-1%	-7%[57.5 µM]	2	6%	-22	-24%
CN(C(=O)CC1C(=O)NCCN1Cc1ccc2ccccc2c1)C1CCOCC1 (stereo unspecified)	-2%	7%	0%	-7%	i	-2	9%	5	-1%
Fc1ccccc1NC(=S)NC1CCCC1	3%	19%	0%	0%	-13%	2	2%	16	1%
O=[N+]([O-])c1c(Nc2ccccc2O)ccc2nonc12	10%	-32%	-2%	-6%	-3%	-7	-12%	-25	5%
CCOC(=O)Nc1ccc2c(c1)N(C(=O)CCN(CC)CC)c1ccccc1S2=O (stereo unspecified)	-7%	5%	-25%	13%	-11%	-36	?	-29	?
COc1ccc(CCNC(=O)C2CCN(c3nn4c(=O)cc(C)nc4s3)CC2)cc1OC	8%	4%	22%	-2%	-8%[57.5 µM]	6	4%	-30	0%
Cc1ccc(S(=O)(=O)N(C)c2ccc(C(=O)Nc3cccc(C)n3)cc2)cc1	-26%	-5%	?	5%	-39%[inhibitor]	2	17%	2	?
CCOc1ccc(C2CC(c3cccc(OC)c3)Nc3nc(N)nn32)cc1 (stereo unspecified)	-3%	4%	13%	1%	i	4	3%	4	-11%
O=C(CCCCCNC(=O)c1ccccc1)N/N=C/c1ccccc1	?	3%	0%	2%	i	6	6%	11	7%
Cn1nc(C(=O)Nc2nc3ccccc3[nH]2)ccc1=O	8%	-26%[0.397 µM]	2%	7%	6%	-6	-6%	-3	5%

Among those listed so far, these have a nitro group on carbon:
compound	GLP-1R agonist	TDP43 rescue	KB-V1 cytotox	aSyn rescue	PTHR1 agonist	D3 ag	GLP1R cytotox	D3 antag	GLP1R inv ag
O=C(COc1ccccc1Cl)NNC(=O)c1ccc(-n2cncn2)c([N+](=O)[O-])c1	-3%	-1%	?	2%	-68%[inhibitor]	-8	1%	2	20%
O=C(NCC1CCCO1)/C(=C\c1cccc([N+](=O)[O-])c1)NC(=O)c1ccccc1 (stereo unspecified)	4%	13%	-1%	10%	i	3	-7%	0	19%
O=[N+]([O-])c1ccc(-c2nc(NCC3CCCO3)c3ccccc3n2)cc1 (stereo unspecified)	5%	?	0%	-3%	-1%	-1	11%	1	?
O=[N+]([O-])c1c(Nc2ccccc2O)ccc2nonc12	10%	-32%	-2%	-6%	-3%	-7	-12%	-25	5%

Going on with the list:
compound	GLP-1R agonist	TDP43 rescue	KB-V1 cytotox	aSyn rescue	PTHR1 agonist	D3 ag	GLP1R cytotox	D3 antag	GLP1R inv ag
O=C(NCc1ccccc1)N[C@@H](Cc1ccccc1)C(=O)O	-6%	-21%	15%	-5%	-7%[57.5 µM]	5	10%	-5	5%
COc1ccc(Oc2nnc(C)c3ccccc23)cc1	4%	?	-24%	-10%	-25%	3	-9%	7	-29%
CCOc1cccc(C(=O)Nc2ccc3[nH]ncc3c2)c1	-5%	13%	?	-6%	-7%	3	4%	6	10%
Cc1ccc(CNC(=O)c2cc(C)nc3c2c(C)nn3-c2ccc(C)cc2)cc1	.	0%[9.22 µM]	0%	.	-24%	21	9%	.	-7%
Clc1ccccc1/C=C/c1nc(-c2cccnc2)no1	-4%	10µM*	0%	-4%	-27%	6	2%	2	22%
CCOc1ccc(CCNC(=O)CSCc2nc(-c3cccc(C)c3)oc2C)cc1OCC	.	0%	?	.	-16%	4	-3%	.	?
CCCCN(C(=O)CSCc1c(C)noc1C)c1c(N)n(CCC)c(=O)[nH]c1=O	2%	-5%	-1%	0%	i	5	0%	19	-6%
Cc1nc(Oc2cccc(Cl)c2)c2oc3ccccc3c2n1	14%	26%	-17%	2%	-93%[inhibitor]	1	-7%	31	?
Nc1cccc(NP(=O)(c2ccccc2)c2ccccc2)c1	14%	4%	-16%	1%	i	6	1%	4	15%
C[C@]12CC[C@H](O)CC1=CCC1C2CC[C@@]2(C)C1CC[C@@H]2NC(=O)CCC(=O)O (stereo partly specified)	-7%	15%	0%	11%	i	3	3%	28	5%
CC(C)C[C@H]1CN([C@@H](Cc2ccc(O)cc2)CN2CCC[C@H]2CN2C(=O)C(=O)NC[C@@H]2Cc2ccccc2)C(=O)C(=O)N1CCc1ccccc1	0%	0%	6%	2%	-4%	3	5%	-1	15%
COc1ccc2cc3cc(C(=O)N4CCN(C5CCCCC5)CC4)oc3nc2c1	-1%	-5%	1%	9%	-22%	-12	7%	20	6%
CCCOc1ccc(NC(=O)CC2C(=O)OCC3CCCCN32)cc1 (stereo unspecified)	6%	35µM*	6%	3%	-37%[inhibitor]	2	0%	6	16%
CCNC(=O)CC1C(=O)N(c2ccc(C)cc2)C(=O)N1CCc1sccc1C (stereo unspecified)	-3%	-3%	-11%	-3%	i	-4	0%	-5	3%
O=C(CN1CCN(c2ccc(C(F)(F)F)cn2)CC1)NCc1ccc2c(c1)OCO2	0%	14%	-2%	5%	-28%	25	3%	2	?
CCN(CC)S(=O)(=O)c1ccc(N2CCOCC2)c(NC(=O)c2ccccc2)c1	10%	23%	?	9%	i	4	22%	-9	15%
COc1cc(S(=O)(=O)NC2CCCCC2)ccc1F	16%	23%	-26%	1%	i	-9	-11%	-11	-10%
C/C(=N\NC(=O)c1nnn(-c2nonc2N)c1CN1CCCCC1)c1ccccc1O	3%	12%	-14%	-2%	i	11	-2%	8	6%
O=C(Nc1ccc2oc(-c3ccccc3F)nc2c1)c1cncc(Br)c1	0%	21%	-1%	0%	i	2	4%	13	26%
COc1ccc(CN2C(=O)C(C)Nc3ncnc(N4CCN(c5ccccc5)CC4)c32)cc1 (stereo unspecified)	-4%&8%	-16%&23%	-12%&14%	0%&7%	-19%	-45&-23	9%&-1%	-70*	?
COc1ccc(-c2cc(C(F)(F)F)nc(-n3nc(C(F)(F)F)cc3C)n2)cc1	.	25%	-25%	.	i	4	5%	.	?
COc1ccc(Cn2c(=O)n(-c3ccccc3C)c(=O)c3c4c(sc32)CN(C(C)=O)CC4)cc1	.	19%	?	.	-25%	3	-25%	.	-19%
CC(NC(=O)C1CCN(S(=O)(=O)Cc2ccccc2)CC1)c1ccccc1 (stereo unspecified)	.	9%	-3%	.	-4%	-3	2%	.	-10%
Cc1ccc(C2=NN(C(=O)C3CCCO3)C(c3ccco3)C2)cc1 (stereo unspecified)	12%	9%	-21%	6%	i	4	26%	8	8%
CC(C)c1ccc(NNC(=O)C2CCC2)cc1	9%	-19%	-12%	-4%	0%	-3	?	-15	?
CCOC(=O)c1c(C)[nH]c(C(=O)/C(C#N)=C/c2ccc(OCC)cc2)c1C	13%	16µM*	?	-8%	-19%	8	-3%	5	6%
C[C@H](NC(=O)c1nc[nH]c1C(=O)NCC(=O)OC(C)(C)C)C(=O)OC(C)(C)C	5%	-16%	0%	1%	-7%	1	13%	9	7%
CCn1ccc2c(OCC(=O)NCc3ccc(F)cc3)cccc2c1=O	.	0%	6%	.	i	0	-1%	.	8%
COc1ccc(-c2nc(CNC(=O)NC3CCCCC3)c(C)o2)c(OC)c1	.	0%	3%	.	-30%[inhibitor]	7	5%	.	8%
CCOC(=O)Cn1c(=O)oc2cc(S(=O)(=O)NCCc3ccc(C)cc3)ccc21	0%	24%	-3%	14%	-41%[inhibitor]	9	?	15	-1%
Cc1cc(SCC(=O)N/N=C/c2ccc(O)c(O)c2)nc2ccccc12	15%	-3%	?	0%	-29%	2	-30%	9	26%

This is a subset; count on the stated rates, not on these rows.
